Source: PubChem
PPARg SRC-2 ag – PPARgamma-driven SRC-2 recruitment agonism | PPARgamma LBD-SRC-2 recruitment, biochemical | activation, % at 8 µM | actives 0.34% (n = 200,000) | AID 1032; in the data active = activation above about 22%;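 note: 0% = vehicle and 100% = reference agonist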
Target sequence (P37231 whole entry, looked up, the tested form may be a part): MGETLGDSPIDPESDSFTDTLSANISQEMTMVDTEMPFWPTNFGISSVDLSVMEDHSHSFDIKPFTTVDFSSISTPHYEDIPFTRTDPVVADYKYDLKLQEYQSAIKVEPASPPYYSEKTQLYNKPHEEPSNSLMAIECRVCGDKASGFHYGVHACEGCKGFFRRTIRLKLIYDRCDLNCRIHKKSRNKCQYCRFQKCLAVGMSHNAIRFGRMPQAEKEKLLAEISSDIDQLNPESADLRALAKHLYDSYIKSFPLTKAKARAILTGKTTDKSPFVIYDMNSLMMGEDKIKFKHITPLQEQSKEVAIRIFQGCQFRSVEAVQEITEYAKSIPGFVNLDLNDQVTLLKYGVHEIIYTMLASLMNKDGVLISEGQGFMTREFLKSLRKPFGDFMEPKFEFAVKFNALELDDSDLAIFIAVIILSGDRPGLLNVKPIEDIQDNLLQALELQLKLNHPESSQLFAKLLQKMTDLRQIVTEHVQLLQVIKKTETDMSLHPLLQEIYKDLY
PPARg SRC-3 ag – agonists of human PPARgamma SRC-3 coactivator recruitment | P37231 | biochemical PPARgamma/SRC-3 coactivator recruitment assay | activation, % at 8 µM | actives 0.26% (n = 200,000) | AID 731; in the data active = activation above about 23%;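 note: 0% = DMSO and 100% = reference agonist; some compounds past the cut are filed as inactive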
TR-FRET SRC-2 ct – TR-FRET artefact, counter-screen to PPARgamma/SRC-2 agonist assay; hits give high values; actives 0.4% (n = 200,000); TR-FRET ratio at 8 µM; AID 1049; in the data active = TR-FRET ratio above about 2000; note: inactives centre near 1500
Diaph inh CS – inhibits diaphorase or chemically oxidizes, flagging diaphorase assay artifacts | diaphorase resazurin-to-resorufin fluorescence, NADH, 16 min; bacterial (C. kluyveri) enzyme, not human | inhibition, % at 20 µM | actives 0.69% (n = 190,000) | AID 1217;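 active = primary screen inhibition at 20 µM above a set limit, cut at about 50% in these data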;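 note: plate controls were DMSO with full reaction for no effect and wells lacking NADH for full effect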
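material = Clostridium kluyveri diaphorase enzyme | amount = 0.14 U/mL diaphorase, enzyme working solution | schedule = incubation 16 min, room temperature | detection = fluorescence of resorufin formed from resazurin, Ex 544/Em 590 nm | benchmarks = positive control minus NADH, DMSO neutral control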
Diaphorase act – activates diaphorase or chemically reduces, flagging diaphorase assay artifacts | actives 0.005% (n = 190,000) | activation factor at 20 µM | Diaphorase/resazurin coupled assay, resorufin fluorescence, 16 min; hits give high values; 1 = vehicle wells, 0 = NADH-free wells;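 active = diaphorase activity raised at least twofold by the compound at 20 µM; inactive = activation factor below 2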
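Assay system: Purified diaphorase enzyme from Clostridium kluyveri | Amount: Enzyme 0.07 U/mL final | Dosing: Compound 20 µM once, DMSO 1% | Timing: 16 min reaction at room temperature | Detection: Fluorescence, excitation 544 nm and emission 590 nm | Evaluation: Higher resorufin formation from activation or reduction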
S1P3 antag – antagonists of human S1P3 receptor; Q99500; CHO S1P3 NFAT-BLA reporter, FRET fluorescence, antagonist mode; inhibition, % at 4.98 µM; actives 0.27% (n = 170,000); AID 485;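 active = inhibition above the plate cutoff, the mean inhibition of test wells on that plate plus 3 SD, cut at about 28% in these data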;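 note: cells challenged with S1P at its EC80 of 0.8 µM; blue over green emission ratio from cleaved BLA substrate after 4 h stimulation; 0% = S1P-stimulated wells and 100% = unstimulated DMSO-only wells; some compounds past the cut are filed as inactive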
G6PDH CS – inhibits Leuconostoc G6PDH, flagging false hits in G6PDH-based assays; actives 0.12% (n = 200,000); Purified L. mesenteroides G6PDH, diaphorase/resazurin coupled fluorescence, 45 min; inhibition, % at 5 µM; in the data active = inhibition above about 50%
PMI act – phosphomannose isomerase (human) activation; activation factor at 20 µM; P34949; purified human PMI, coupled resazurin fluorescence, 20 min; hits give high values; 1 = vehicle control, 0 substrate-free wells; actives 0.005% (n = 190,000);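 active = activation factor of 2 or more at 20 µM, relative to plate controls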
Target sequence (P34949 whole entry, looked up): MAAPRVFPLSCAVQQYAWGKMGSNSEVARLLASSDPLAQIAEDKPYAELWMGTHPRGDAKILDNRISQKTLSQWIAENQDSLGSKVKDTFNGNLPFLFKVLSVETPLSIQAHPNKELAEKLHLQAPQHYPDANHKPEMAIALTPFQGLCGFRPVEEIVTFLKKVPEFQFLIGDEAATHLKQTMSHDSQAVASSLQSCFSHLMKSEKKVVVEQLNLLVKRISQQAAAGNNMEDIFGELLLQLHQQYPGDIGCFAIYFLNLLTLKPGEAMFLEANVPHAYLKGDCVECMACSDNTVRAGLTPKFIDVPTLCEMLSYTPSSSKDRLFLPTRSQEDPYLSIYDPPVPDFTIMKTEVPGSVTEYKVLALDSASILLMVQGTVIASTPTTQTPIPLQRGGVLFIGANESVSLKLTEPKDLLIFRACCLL
PMI act satM6P – activators of human phosphomannose isomerase at near-saturating mannose 6-phosphate. coupled PMI enzyme assay, resazurin fluorescence, 20 min; hits give high values; 1 = untreated enzyme, 0 = substrate-free blank. activation factor at 20 µM. P34949. actives 0.34% (n = 190,000);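 active = activation factor of 2 or more at 20 µM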
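Material: human phosphomannose isomerase with PGI, G6PDH, diaphorase coupling enzymes / Reagent: Man-6-P substrate 1.0 mM / Dosing: single compound dose of 20 µM, 1% DMSO final / Incubation: enzyme reaction with compound 20 min at room temperature / Signal: resorufin fluorescence (Ex 544/Em 590 nm) from resazurin via diaphorase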
ROMK mod – human ROMK K+ channel modulation, primary screen. P48048. Tet-inducible ROMK, thallium flux fluorescence; actives lie on both sides. B-score at 10 µM. actives 2% (n = 130,000). AID 1918;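 active = signal ratio slope over the read window, or its plate-corrected B-score, at least 3 SD from the plate mean, either direction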;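 note: B-score of the F/F0 ratio slope over 7 to 12 s after thallium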
PPARg SRC1 recr – promotes SRC-1 coactivator recruitment by human PPARgamma. PPARgamma-SRC-1 coactivator recruitment biochemical assay. activation, % at 8 µM. actives 0.41% (n = 200,000). AID 631; in the data active = activation above about 19%;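 note: 0% = DMSO and 100% = reference agonist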
* hit, by the source's call; nt = not tested or not shown. Rows were taken by chance. About 3.3% of those tested had a hit in this group.

SMILES	PPARg SRC-2 ag	PPARg SRC-3 ag	TR-FRET SRC-2 ct	Diaph inh CS	Diaphorase act	S1P3 antag	G6PDH CS	PMI act	PMI act satM6P	ROMK mod	PPARg SRC1 recr
CCC(CC)C(=O)Nc1ccc(C)cc1O	8	0	1645	13	0.9	2	11	0.9	0.9	0.017	4
CC(C)OC(=O)c1cc(C(=O)c2cc(Cl)ccc2O)coc1=N	2	4	1555	9	0.9	-10	6	1	1	0.058	-3
COc1ccc(NC(=O)c2ccc3ccccc3c2)cc1NS(=O)(=O)c1ccc(F)cc1	2	2	1486	23	0.8	-7	5	0.8	0.8	nt	3
S=C(NC12CC3CC(CC(C3)C1)C2)N1CCCC1	-8	3	1597	11	0.9	-3	22	1.1	1.1	0.48	4
Cc1ccc(NC(=O)CN(C)C(=O)/C=C/c2cccs2)cc1	3	-2	1427	9	0.9	-14	-9	0.9	1	0.41	-2
COc1ccccc1NC(=S)N1CCC(NC(=O)C23CC4CC(CC(C4)C2)C3)CC1	-1	-4	1559	9	0.9	-10	33	1	0.9	0.021	-4
O=C1CCN(c2ncccc2[N+](=O)[O-])CC1	14	1	1607	8	0.9	-28	8	1	1	-0.5	8
O=C(/C=C/c1ccccc1)N/C(=C/c1ccccc1)C(=O)Nc1ccccc1O	3	-3	1347	20	0.8	nt	-1	0.9	0.9	nt	0
O=C(Nc1cc(C(F)(F)F)ccc1N1CCCCC1)c1ccc(Br)o1	1	3	1559	11	0.9	nt	0	1	1.1	nt	1
COC(=O)Cc1c[nH]c2ccc(OCC(O)CNC(C)C)cc12 (stereo not given)	-3	-7	1546	16	0.8	-20	11	0.9	0.8	nt	7
CC(C)c1ccc(OCc2ccc(C(=O)N3CCN(c4ccccn4)CC3)cc2)cc1	-1	-11	1318	29	0.7	-19	1	0.8	0.8	nt	4
CCOC(=O)c1ccc(NC(=O)NC2CC3CCC(C2)N3)cc1 (stereo not given)	-2	-1	1554	nt	nt	-6	-1	nt	nt	0.83	2
Cc1ccccc1-c1nnc(SCc2ccccc2)o1	4	19	1500	9	0.9	-36	-2	0.9	1	nt	8
COc1cccc(/C=C(/CC(=O)Nc2ccc(N3CCOCC3)cc2)c2nc3ccccc3s2)c1	4	-2	1494	13	0.9	-3	-27	0.8	0.8	0.14	-2
O=C1CCCN1CCCNC(=S)Nc1ccc(Br)cc1Cl	-3	-2	1479	nt	nt	-3	16	nt	nt	-0.1	-6
Cc1ccc(C)c(S(=O)(=O)N2CCN(CC(=O)N3CCc4ccccc4C3)CC2)c1	2	5	1451	22	0.8	nt	15	1	1.1	-0.58	0
CCOC(=O)c1cnc(SCC(=O)N2CCN(C(=O)c3ccco3)CC2)nc1N	-3	-14	1412	13	0.9	7	2	1	1	0.034	-7
CC(C)CCn1c(=O)c2ccccc2c2ccccc2c1=O	0	3	1605	18	0.8	nt	2	0.9	0.9	-0.17	2
O=C(Nc1ccc2oc(-c3ccccc3F)nc2c1)c1ccc2c(c1)OCCO2	6	-3	1643	20	0.8	-37	4	0.8	0.8	nt	5
O=C(Cn1c(C2CC2)nc2ccccc2c1=O)Nc1ccc(Br)cc1	9	0	1507	12	0.9	-12	2	0.9	0.9	0.26	8
CCN(CC)S(=O)(=O)c1cccc(NC(=O)COc2ccc(F)cc2Br)c1	-3	10	1393	12	0.9	-3	2	0.9	1	-0.99	1
O=C(O)c1ccc(CNCc2cccc(Cl)c2)cc1	-3	2	1555	-12	1.1	-1	5	1.4	1.1	0.019	4
CC1CC1C(=O)OCc1cc(=O)n2cc(Br)ccc2n1 (stereo not given)	-3	15	1735	7	0.9	-12	6	1.1	1	0.26	10
O=S(=O)(Cc1ccccc1)c1nc2ccccc2n1Cc1ccccn1	10	-3	1538	10	0.9	4	2	0.9	0.9	-0.34	5
CCOc1ccc(NC(=O)N(CCC(C)C)C2CCN(C(C)=O)CC2)cc1	-3	-1	1363	8	0.9	nt	8	1	1	2.6	1
C(=C\c1ccco1)/C=N/n1cnnc1	-6	-2	1497	16	0.8	-8	17	0.8	0.5	0.2	-3
Cc1ccc(-c2nn(-c3ccccc3)cc2NC(=O)c2ccccc2)cc1	15	2	1468	19	0.8	4	0	1	1	-1.4	-4
COc1ccc(OC(=O)c2cccc(S(=O)(=O)N3CCCC3)c2)cc1	9	8	1617	6	0.9	-11	4	1	0.9	nt	6
COc1ccc(C(=O)CSc2nc(SC)ns2)cc1OC	4	-4	1381	10	0.9	1	15	1	1	nt	2
O=C(CN1CCOCC1)N1CCN(C(=O)CN2CCOCC2)CC1	0	4	1586	nt	nt	-20	nt	nt	nt	nt	2
COC(=O)c1ccc(C(=O)OC)c(NC(=O)CCC(=O)O)c1	3	-7	1558	8	0.9	4	-3	1	1	0.12	7
CCOc1cc2c3c(c1)C1(Nc4ccccc4S1)C(=O)N3C(C)(C)CC2C (stereo not given)	8	7	1756	17	0.8	nt	8	0.9	1	0.55	8
Nc1cc(=O)[nH]c(SCC(=O)Nc2ccc3c(c2)CCC3)n1	2	0	1689	22	0.8	0	1	0.9	0.9	0.22	8
O=C(CSc1nnc(-c2ccc(Br)cc2)n1C1CCCCC1)N1CCCC1	-7	11	1536	6	0.9	11	2	1.1	1.1	nt	-2
CC(C)(C)c1ccc(/C=C2\Oc3cc(OC(=O)N4CCOCC4)ccc3C2=O)cc1	-3	2	1525	6	0.9	-2	17	0.9	0.9	0.81	9
Cc1ccc(N2C(=O)C3Sc4[nH]c(=O)sc4C(c4ccccc4)C3C2=O)cc1 (stereo not given)	11	5	1734	24	0.8	nt	8	0.9	0.7	nt	-5
O=C(c1cccc(C(F)(F)F)c1)C1CCCN(C(=O)CN2CCCC2=O)C1 (stereo not given)	5	3	1480	14	0.9	-6	1	1	1	-0.066	0
CCOc1ccc(NC(=O)C2=C(C)C(=O)OC23CCC(C)CC3)cc1 (stereo not given)	6	6	1688	20	0.8	nt	-3	1	0.9	nt	9
c1ccc2c(c1)ncn2Cc1nnc2sc(-c3ccc4c(c3)OCO4)nn12	4	2	1453	12	0.9	7	2	0.8	0.9	nt	2
CCOc1ccc(N(CC(=O)NC2CCCCC2)C(=O)CSc2nnc(COc3ccccc3)o2)cc1	14	3	1729	7	0.9	nt	2	0.9	0.9	nt	5
O=C(Cn1cncc1-c1ccc([N+](=O)[O-])cc1)Nc1cccc2ccccc12	0	-4	1501	1	1	-14	4	1	0.7	nt	-2
COc1cccc(CN(Cc2cccnc2)S(=O)(=O)c2ccc(-n3cnnn3)c(C)c2)c1	10	7	1647	4	1	-2	5	1	1.1	nt	1
CCCc1cc(Nc2cccc(OCC)c2)n2ncnc2n1	3	13	1478	18	0.8	-14	8	0.9	0.9	0.19	1
Cc1ccc(S(=O)(=O)N(C)c2ccc(C(=O)N3CCN(Cc4ccc5c(c4)OCO5)CC3)cc2)cc1	5	-4	1568	6	0.9	nt	-2	1	1	-5*	2
C=CCNC(=S)Nc1ccc(N2CCOCC2)c(S(=O)(=O)Nc2ccccc2Cl)c1	-7	2	1432	26	0.7	-10	5	0.9	0.8	0.24	12

Seven of these compounds in another layout:
Results follow in this order: PPARg SRC-2 ag | PPARg SRC-3 ag | TR-FRET SRC-2 ct | Diaph inh CS | Diaphorase act | S1P3 antag | G6PDH CS | PMI act | PMI act satM6P | ROMK mod | PPARg SRC1 recr
- CCOc1cc2c3c(c1)C1(Nc4ccccc4S1)C(=O)N3C(C)(C)CC2C (stereo not given)
 : 8 | 7 | 1756 | 17 | 0.8 | nt | 8 | 0.9 | 1 | 0.55 | 8
- O=C(CSc1nnc(-c2ccc(Br)cc2)n1C1CCCCC1)N1CCCC1
 : -7 | 11 | 1536 | 6 | 0.9 | 11 | 2 | 1.1 | 1.1 | nt | -2
- COc1cccc(CN(Cc2cccnc2)S(=O)(=O)c2ccc(-n3cnnn3)c(C)c2)c1
 : 10 | 7 | 1647 | 4 | 1 | -2 | 5 | 1 | 1.1 | nt | 1
- CCOc1ccc(N(CC(=O)NC2CCCCC2)C(=O)CSc2nnc(COc3ccccc3)o2)cc1
 : 14 | 3 | 1729 | 7 | 0.9 | nt | 2 | 0.9 | 0.9 | nt | 5
- CCCc1cc(Nc2cccc(OCC)c2)n2ncnc2n1
 : 3 | 13 | 1478 | 18 | 0.8 | -14 | 8 | 0.9 | 0.9 | 0.19 | 1
- Cc1ccc(S(=O)(=O)N(C)c2ccc(C(=O)N3CCN(Cc4ccc5c(c4)OCO5)CC3)cc2)cc1
 : 5 | -4 | 1568 | 6 | 0.9 | nt | -2 | 1 | 1 | -5* | 2
- CC(C)(C)c1ccc(/C=C2\Oc3cc(OC(=O)N4CCOCC4)ccc3C2=O)cc1
 : -3 | 2 | 1525 | 6 | 0.9 | -2 | 17 | 0.9 | 0.9 | 0.81 | 9

More records follow:
SMILES	PPARg SRC-2 ag	PPARg SRC-3 ag	TR-FRET SRC-2 ct	Diaph inh CS	Diaphorase act	S1P3 antag	G6PDH CS	PMI act	PMI act satM6P	ROMK mod	PPARg SRC1 recr
C=CCOc1ccc(CN(C)CC(=O)Nc2ccccc2[N+](=O)[O-])cc1	0	4	1601	14	0.9	2	-5	1	1	-0.29	0
COc1ccc(CNC(=S)Nc2ccc(-c3ccccc3)cc2)cc1	0	5	1564	-8	1.1	9	10	1.1	0.9	0.57	-1
O=C(CNC(=O)c1ccco1)OCC(=O)c1ccc2ccccc2c1	10	6	1690	5	0.9	nt	3	1.1	1	nt	9
Clc1ccc(Oc2cnc3ccccc3n2)cc1	10	-6	1453	-8	1.1	nt	6	1	1.1	nt	-1
C=CCOc1cccc(NC(=O)c2ccccc2SC)c1	3	-2	1440	20	0.8	-7	-1	0.9	1	-0.026	3
Cc1cc(C(=O)OCC(=O)NCCCN2CCCC2=O)c2ccccc2n1	16	6	1570	18	0.8	nt	2	0.9	0.9	nt	14
O=C(COc1ccc(Cl)cc1Cl)Nc1c(-c2cccs2)nc2ccccn12	6	2	1643	-2	1	7	12	1	1	0.056	5
Cc1cc([N+](=O)[O-])ccc1NC(=O)Nc1ccccc1F	4	3	1618	0	1	-21	-3	1	1	0.4	-8
COC(=O)c1ccccc1S(=O)(=O)Nc1ccc2cn[nH]c2c1	-4	2	1595	22	0.8	-11	-4	1	0.8	0.082	12
O=C(NCCC1=CCCCC1)c1cnc2n(c1=O)CCS2	4	8	1544	8	0.9	0	3	1	1	0.28	-3
